# PglD DTNB: C. jejuni PglD acetyltransferase inhibitors, primary screen, biochemical, DTNB colorimetric, single point. UDP-N-acetylbacillosamine N-acetyltransferase PglD (Campylobacter jejuni). purified PglD enzyme, DTNB colorimetric CoA detection. inhibition, % at 12.5 µM. hit rate 0.098% among 360,000. AID 602405, 2012; in the data active means inhibition above about 16%, passing the limit was not always enough; inconclusive means no clear call, values can overlap the other calls; further: strong numbers were not always called active
# E-selectin induc: E-selectin induction in HUVECs, primary screen, imaging, HUVEC, immunofluorescence imaging, single point; P16581; normalized: neutral wells 0, TNF-alpha wells 100; activation, % at 7.58 µM; hit rate 0.37% among 260,000;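 active means mean E-selectin-positive cell signal at least 10% of the positive control, reached in at least 60% of replicates, without over 20% cell loss; inconclusive means no rule given, readout overlaps actives, possibly toxicity-flagged; inactive means the rest, including those meeting only one limit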;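 further: in these data hits start at about 27%; measured in HUVEC primary endothelial cells; signal is the percent of cells scored E-selectin positive by PE staining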
# Target sequence (P16581 whole entry, looked up): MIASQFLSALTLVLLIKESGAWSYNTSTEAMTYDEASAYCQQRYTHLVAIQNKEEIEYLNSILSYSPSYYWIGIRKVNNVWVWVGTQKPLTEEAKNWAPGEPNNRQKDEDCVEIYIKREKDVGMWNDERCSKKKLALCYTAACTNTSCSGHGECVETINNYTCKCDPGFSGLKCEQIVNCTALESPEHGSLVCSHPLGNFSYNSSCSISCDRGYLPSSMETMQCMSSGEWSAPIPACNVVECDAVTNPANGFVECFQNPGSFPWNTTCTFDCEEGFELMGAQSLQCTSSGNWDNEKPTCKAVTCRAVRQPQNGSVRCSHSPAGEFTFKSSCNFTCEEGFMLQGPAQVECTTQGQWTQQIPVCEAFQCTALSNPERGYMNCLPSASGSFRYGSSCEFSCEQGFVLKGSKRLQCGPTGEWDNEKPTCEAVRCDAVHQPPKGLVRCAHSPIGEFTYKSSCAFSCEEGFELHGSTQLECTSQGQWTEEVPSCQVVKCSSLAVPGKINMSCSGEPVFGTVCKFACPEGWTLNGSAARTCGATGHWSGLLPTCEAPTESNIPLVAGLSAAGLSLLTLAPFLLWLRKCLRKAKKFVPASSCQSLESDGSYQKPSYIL
#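 assay system = HUVEC, human umbilical vein endothelial cells | input = 3,000 HUVEC seeded per well | medium = EGM-2 growth medium on 0.1% gelatin-coated wells | dosing = one compound dose added by pin transfer | signal = immunofluorescence imaging | read-out basis = % PE-positive cells | control set = TNF-alpha, DMSO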
# C2C12 statin: suppressors of statin myotoxicity in C2C12 myotubes, primary screen, cell-based, single point, plate reader; C2C12 myotubes + simvastatin, ATP luminescence, 48 h; scaled: DMSO 0, geranylgeraniol control 100; rescue of ATP level, % at 7.49 µM; hit rate 0.78% among 330,000;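 active means mean ATP rescue above about 67%, or every replicate alone reaching that limit, limit read from the data, passing the limit was not always enough; inconclusive means no clear call, values can overlap the other calls; inactive means mean under the limit and some replicate under it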;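 further: myotubes were challenged with 10 µM simvastatin during compound exposure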
# DENV2 CPE rescue: inhibitors of DENV2 cytopathic effect, primary screen, cell-based, plate reader, single concentration; DENV2-infected cells, cytopathic effect rescue; CPE inhibition, % at 9.99 µM; hit rate 1.7% among 350,000; AID 651640, 2012; in the data active means CPE inhibition above about 20%, passing the limit was not always enough; inconclusive means no clear call, values can overlap the other calls; tested in BHK-21 cells;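 further: 0% = median of neutral control wells and 100% = median of positive control wells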
# S100A4 inh HTS: inhibitors of S100A4-myosin IIA peptide binding, primary screen, biochemical, fluorescence polarization, TAMRA-MyoIIA peptide. inhibition, % at 10.7 µM. hit rate 0.14% among 360,000;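 active means mean inhibition of at least 70% across replicates, with every replicate also reaching that level; inconclusive means mean inhibition reaches 70% but some replicates fall short; inactive means mean inhibition below 70%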
# Target sequence (P26447 whole entry, looked up): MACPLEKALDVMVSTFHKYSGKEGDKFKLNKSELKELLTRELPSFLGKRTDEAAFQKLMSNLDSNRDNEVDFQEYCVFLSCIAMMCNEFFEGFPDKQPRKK
#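 Assay system: human S100A4 monomer with TAMRA-labelled myosin IIA peptide / Buffer or medium: Calcium-containing HEPES buffer, pH 7.2 / Reagent: TAMRA-labelled myosin IIA heavy-chain peptide probe, 5 nM / Compound: one dose per compound / Timing: polarization read 5 min after assay mix addition, stable 5–60 min / Benchmarks: neutral control DMSO, positive control TFP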
# ERp5 inh: inhibitors of ERp5-driven insulin aggregation, primary screen, biochemical, turbidity, absorbance 650 nm, single point | 90 min | inhibition, % at 9.99 µM | hit rate 0.05% among 350,000 | AID 651711, 2012;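 active means mean replicate inhibition above about 25%, with every replicate also reaching it, limit read from the data, passing the limit was not always enough; inconclusive means only one of those two criteria met; inactive means neither criterion met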
# SIRT5 inh: SIRT5 desuccinylase inhibitors, primary screen, biochemical, fluorescence imaging, single point, set 5; NAD-dependent protein deacylase sirtuin-5, mitochondrial (Homo sapiens), Q9NXA8; Purified SirT5, succinyl-peptide AMC, trypsin-coupled fluorescence; inhibition, % at 15 µM; hit rate 1.1% among 330,000; AID 652115, 2013; in the data active means inhibition above about 15%; inconclusive means no clear call, values can overlap the other calls
# Target sequence (Q9NXA8 whole entry, looked up): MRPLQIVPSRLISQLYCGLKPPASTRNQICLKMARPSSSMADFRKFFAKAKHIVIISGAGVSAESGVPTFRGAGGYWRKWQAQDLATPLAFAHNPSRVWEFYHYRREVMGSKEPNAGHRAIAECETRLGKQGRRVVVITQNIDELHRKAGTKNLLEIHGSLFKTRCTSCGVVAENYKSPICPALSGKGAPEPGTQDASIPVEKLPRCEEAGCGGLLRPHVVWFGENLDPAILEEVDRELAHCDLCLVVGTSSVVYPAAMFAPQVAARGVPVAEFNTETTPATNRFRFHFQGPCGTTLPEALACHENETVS
# Starred values were filed as active, the others as inactive; ? = inconclusive; . = not tested or not shown; & = joins results of further samples.
SMILES,PglD DTNB,E-selectin induc,C2C12 statin,DENV2 CPE rescue,S100A4 inh HTS,ERp5 inh,SIRT5 inh
CCCC(=O)Nc1ccc2c(c1)OC[C@H](C)N(Cc1nccs1)C[C@H](C)[C@H](OC)CN(C)C2=O,2,0.8,9,-10,2,8,7
O=C(O)c1ccc(S(=O)(=O)Nc2ccc(O)c(Sc3nc4ccccc4s3)c2)cc1,2,.,5,12,0,-3,1
O=C(CCCOC(=O)c1ccc(O)cc1O)c1ccccc1,-2,13,7,-1,-3,1,-8
CCOC(=O)N1CCC(N(CCN(C)C)C(=S)Nc2cc(Cl)cc(Cl)c2)CC1,0,2.4,.,-7,3,-6,-1
C[C@H]1CN([C@@H](C)CO)C(=O)c2cccc(NC(=O)Nc3ccc(C(F)(F)F)cc3)c2O[C@H]1CN(C)Cc1ccncc1,2,-4.0,18,-5,4,2,0
COc1ccccc1C#Cc1ccc2c(c1)[C@@H]1[C@@H](CCN1C(=O)c1ccc(F)cc1)[C@@H](CO)N2,1,0.2,38,2,-3,6,5
CCCNC(=O)[C@@H]1[C@@H](CO)[C@@H]2Cn3c(ccc(-c4ccccc4OC)c3=O)[C@@H]2N1CC,-2,0.7,15,0,0,-1,2
C[C@@H]1CN([C@H](C)CO)C(=O)c2cc(NC(=O)CCCN(C)C)ccc2O[C@@H]1CN(C)Cc1ccncc1,10,0.0,2,13,19,1,-3
Cc1ccc(S(=O)(=O)NCC[C@H]2CC[C@@H](NC(=O)c3cnccn3)[C@H](CO)O2)cc1,1,-2.0,0,-1,13,-5,13
COc1ccc(C(NC(=O)/C=C/c2ccco2)c2ccc(OC)c(OC)c2)cc1 (stereo not given),.,-1.5,.,-5,0,3,-1

# Profiles as entered above. Values in the order: PglD DTNB	E-selectin induc	C2C12 statin	DENV2 CPE rescue	S100A4 inh HTS	ERp5 inh	SIRT5 inh
# `CCCNC(=O)[C@@H]1[C@@H](CO)[C@@H]2Cn3c(ccc(-c4ccccc4OC)c3=O)[C@@H]2N1CC` across the screens: -2	0.7	15	0	0	-1	2
# `O=C(CCCOC(=O)c1ccc(O)cc1O)c1ccccc1` across the screens: -2	13	7	-1	-3	1	-8

# Additional compounds follow:
SMILES,PglD DTNB,E-selectin induc,C2C12 statin,DENV2 CPE rescue,S100A4 inh HTS,ERp5 inh,SIRT5 inh
Cc1ccc(OCC(=O)NCCNC(=O)c2ccncc2)cc1,0,0.3,7,3,-3,-1,1
Cn1c(=O)c([N+](=O)[O-])c(NCc2ccccc2Cl)c2ccccc21,.,0.0,.,0,1,4,-1
COc1ccc(C2=CCCC2)c(OC)c1,.,0.5,.,-8,2,2,.
O=C1CCCCN1CC(=O)N1CCCC(Nc2ccc(F)cc2)C1 (stereo not given),4,.,-1,-4,-5,4,0
Cc1ccc(OCC(O)CN2CCN(Cc3ccc4c(c3)OCO4)CC2)c(C)c1 (stereo not given),-7,-0.2,-6,-2&5,-1&1,-4&-4,-2&-2
O=C(Nc1ccc(Cc2nc3ccccc3s2)cc1)c1ccncc1,0,0.1,7,0,-17,4,0
CCCNC(=O)N1C[C@H]2[C@@H](c3ccccc31)[C@@H](CO)N2Cc1cc(F)ccc1F,0,0.9,19,-7,7,3,-2
O=C(c1ccc(-n2cncn2)c([N+](=O)[O-])c1)N1CCN(S(=O)(=O)c2ccccc2F)CC1,.,0.6,1,-8,1,9,1
CC1(C(=O)NCc2ccccc2)CN(S(C)(=O)=O)CC(=O)N1CCc1ccccc1 (stereo not given),.,0.0,.,-7,-2,-5,-1
COc1ccc(C(=O)N2N=C(c3cccc(OC)c3)CC2(O)C(F)(F)F)cc1 (stereo not given),-1,.,1,-1,-3,5,-2
Cc1ccccc1OCCOC(=O)c1nc2nccc(C)n2n1,4,.,-3,15,-6,-1,-1
CSc1ccc(/C=C(/NC(=O)c2ccc(C)cc2)C(=O)Nc2cccc(F)c2)cc1,-2,0.2,-2,.,.,.,.
C[C@H]1CN([C@@H](C)CO)C(=O)c2cccc(NC(=O)c3ccc(-c4nccs4)cc3)c2O[C@H]1CN(C)Cc1ccccc1,14,0.5,9,3,1,1,2
COC(=O)c1cc(NC(=O)CN(c2ccccc2OC)S(=O)(=O)c2ccccc2)ccc1Cl,1,.,1,.,1,2,9
Cc1ccc(-n2nnnc2SCc2ccc(C(=O)O)cc2)cc1C,6,-0.2,-6,20,1,3,-3
CCOC(=O)C1(CCOc2ccccc2)CCN(Cc2ccc(O)c(OCC)c2)CC1,3,.,39,10,0,-1,-3
CSCCC(c1nnnn1-c1c(C)cccc1C)N1CCN(C/C=C/c2ccccc2)CC1 (stereo not given),-1,.,-11,4,17,-1,11
Cc1c(C)c2ccc(OC(C)C(=O)NCCc3c[nH]c4ccccc34)cc2oc1=O (stereo not given),2,.,12,10,-4,3,3
CCCC(=O)N1CC2(C1)CN(C(=O)CN1CCOCC1)[C@@H](CO)c1c2c2ccc(OC)cc2n1C,.,0.0,.,4,3,1,9
O=C(COC(=O)c1ccc(Br)c(S(=O)(=O)N2CCOCC2)c1)NCCc1ccccc1,-2,.,-5,2,-3,-12,-4
CN(CCOc1ccc(Cl)cc1)C(=O)CN1C(=O)NC2(CCCC2)C1=O,.,-0.2,-4,-1,5,1,2
COc1ccc(S(=O)(=O)N(C)C[C@H]2Oc3ccc(NC(=O)Nc4ccc(C(F)(F)F)cc4)cc3CC(=O)N([C@@H](C)CO)C[C@@H]2C)cc1,2,0.1,1,1,-57,0,5
COc1ccc(Cn2c(=O)[nH]c3cc(C(=O)N4CCN(c5ccccc5F)CC4)ccc3c2=O)cc1,4,-7.2,-3,1,-8,1,0
CCOC(=O)N1CCN(C(c2ccc(Cl)cc2)c2sc3nc(C)nn3c2O)CC1 (stereo not given),3,-0.1,6,5,-1,-9,-9
CCOC(=O)c1ccc(NC(=O)N2CCN(Cc3ccccc3)CC2)cc1,.,-0.2,.,-1,6,2,-5
C[C@H](CO)N1C[C@H](C)[C@H](CN(C)C(=O)CN2CCOCC2)Oc2ncc(C#CCN(C)C)cc2C1=O,-30,0.2,-8,6,5,3,0
CCC(Sc1nccn1C)C(=O)Nc1nnc(C)s1 (stereo not given),-5,0.0,-10,6,-3,-3,-3
CC1(C)NC(=O)N(CC(=O)Nc2ccc(-c3ccccc3)cc2)C1=O,1,-1.3,11,11,-22,-3,.
COc1cccc(OCCn2ccnc2)c1,3,.,-41,.,-1,1,-2
Cc1cc(CN(C)C(=O)CC2C(=O)NCCN2Cc2ccc(F)c(F)c2)on1 (stereo not given),0,.,1,-1,2,0,2

# In the list so far, these have two or more sulfur atoms:
SMILES,PglD DTNB,E-selectin induc,C2C12 statin,DENV2 CPE rescue,S100A4 inh HTS,ERp5 inh,SIRT5 inh
O=C(O)c1ccc(S(=O)(=O)Nc2ccc(O)c(Sc3nc4ccccc4s3)c2)cc1,2,.,5,12,0,-3,1
CCC(Sc1nccn1C)C(=O)Nc1nnc(C)s1 (stereo not given),-5,0.0,-10,6,-3,-3,-3

# The results go on:
SMILES,PglD DTNB,E-selectin induc,C2C12 statin,DENV2 CPE rescue,S100A4 inh HTS,ERp5 inh,SIRT5 inh
O=C(C[C@H]1C[C@@H]2c3cc(NC(=O)Cc4ccncc4)ccc3O[C@@H]2[C@@H](CO)O1)NCCN1CCCCC1,0,0.5,-5,-4,5,4,0
O=C(CC1C(=O)NCCN1Cc1ccc(F)c(F)c1)NCCn1cccn1 (stereo not given),1,0.0,0,15,1,-10,-2
Cc1nc2cc(NCc3cc([N+](=O)[O-])ccc3O)ccc2n1Cc1ccccc1,-7,.,1,0,4,3,-5
Clc1ccc(Nc2ncnc3c2cnn3-c2ccccc2)cc1,-2,0.7,-52,?,-4,-6,-1
CO[C@H]1CN(C)C(=O)c2ccc(NS(=O)(=O)CC(F)(F)F)cc2OC[C@@H](C)N(C(=O)c2ccc3c(c2)OCO3)C[C@@H]1C,3,0.5,7,6,-24,7,4
CC(=O)Nc1ccc(N2CCC(C)CC2)c([N+](=O)[O-])c1,.,.,.,6,2,-5,7
Cc1nnc(SCc2ccccc2)[nH]c1=O,.,0.2,.,.,5,3,-5
O=C(Nc1ccc(N2CCOCC2)c(Cl)c1)c1ccccc1Cl,.,.,.,4,10,-1,0
Cc1ccc(Nc2ccncc2S(N)(=O)=O)cc1,0,-0.1,.,1,0,7,.
Cc1ccc(CN2CCN(CC(=O)N3CCC(C(N)=O)CC3)C2=O)cc1,-4,1.1,-2,?,0,?,5

# Arranged by the number under S100A4 inh HTS (lowest first): some entries from above.
SMILES | S100A4 inh HTS
CCOC(=O)N1CCN(C(c2ccc(Cl)cc2)c2sc3nc(C)nn3c2O)CC1 (stereo not given) | -1
CCCNC(=O)[C@@H]1[C@@H](CO)[C@@H]2Cn3c(ccc(-c4ccccc4OC)c3=O)[C@@H]2N1CC | 0
C[C@H]1CN([C@@H](C)CO)C(=O)c2cccc(NC(=O)Nc3ccc(C(F)(F)F)cc3)c2O[C@H]1CN(C)Cc1ccncc1 | 4

# Carrying on:
SMILES,PglD DTNB,E-selectin induc,C2C12 statin,DENV2 CPE rescue,S100A4 inh HTS,ERp5 inh,SIRT5 inh
CCOC(=O)c1ccc(OCCOc2cccc(C)c2)cc1,-3,.,-5,4,-7,-1,2
CCCC1COC(Cn2cncn2)(c2ccc(C)cc2)O1 (stereo not given),-4,.,8,0,3,-1,0
CCc1cccc(CC)c1NC(=S)NCC(c1cccnc1)N(C)C (stereo not given),.,.,.,0,-5,-1,-6
CCOC(=O)C1C(c2cc(OC)c(O)c(OC)c2)NC(=S)NC1(O)C(F)(F)F (stereo not given),6,0.1,-6,4,-2,0,-1
Cc1cc(S(=O)(=O)NCc2ccc3c(c2)OCO3)ccc1F,-4,.,-1,1,-1,-4,-1
Cc1ccc(-c2ccc3c(c2)O[C@H](CN(C)CC2CC2)[C@H](C)CN([C@@H](C)CO)S3(=O)=O)cc1,6,-0.4,-28,?,-5,-9,0
Cc1noc(C)c1NC(=O)Nc1ccc2c(c1)C(=O)N([C@@H](C)CO)C[C@H](C)[C@H](CN(C)S(=O)(=O)c1c(C)noc1C)O2,-1,12,.,1,-16,14,-5
Oc1cc2c(cc1O)C(c1ccccc1)CNCC2 (stereo not given),1,-0.2,0,52*,2,-1,1
O=c1[nH][nH]c2cc(=O)n(-c3ccc(Cl)cc3)nc12,-9,.,2,-8,3,-1,6
CCN(C(=O)COC(=O)c1cccs1)c1c(N)n(Cc2ccccc2)c(=O)[nH]c1=O,-3,0.5,-6,-3,-7,-2,1
C[C@@H]1CN([C@@H](C)CO)C(=O)Cc2cc(NS(C)(=O)=O)ccc2O[C@H]1CN(C)S(=O)(=O)c1ccc(F)cc1,-2,-15,-70,-9,6,0,2
N#Cc1cc(S(=O)(=O)c2ccc(F)cc2)c(N)[nH]c1=O,3,.,.,15,-5,-4,1
CC(=O)C1=C(O)CCC1=NCCc1ccccc1,-4,.,15,.,-2,10,-4

# Only part of the results is shown; count on the stated rates, not on these rows.
